Screening data (PubChem BioAssay)
GLP1R cytotox – cytotoxicity counter-screen for GLP-1 receptor inverse agonists; AID 624418; HEK293 cAMP-luciferase reporter cells, luminescence, 24 h; actives 0.13% (n = 410,000); Potency, µM (top dose mostly 38.3 µM), for the others: top-dose activity change, negative = inhibition, actives largely listed as inhibitors;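 also: loss of luciferase light is scored as toxicity; potency is read from the fitted curve at half-maximal effect; % is scaled to controls: 0 for no effect and ±100 for the full control effect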
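MLSMR compounds, 24 hr on cells at 37 deg C/5% CO2; luminescence after luciferase reagent (12 min RT). Inhibition counted as the undesired cytotoxic outcome.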
TDP-43 yeast inh – inhibitors of TDP-43 toxicity in yeast. TDP-43 expressing yeast growth rescue, BacTiter-Glo, 24 h. Potency, µM (series often up to 46.1 µM), without a hit: top-dose growth rescue (activation), usual class: activators. AID 652104. actives 1.8% (n = 410,000); also: potency is read from the fitted curve at half-maximal effect; % of control where 0% means no effect; nearly all actives have a fitted effect of over 50% in size
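Readout is BacTiter-Glo luminescence of cell growth, so inhibitors register as activators. TDP-43-expressing yeast at OD600=0.02 in galactose medium, after raffinose pregrowth to mid-log, were incubated with compound for 24 hr at 30 deg C.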
GLP-1R inv ag – acts as inverse agonist at human GLP-1 receptor. P43220. HEK293 GLP-1R CRE-luciferase, luminescence, 24 h; GLP-1R form is constitutively active. Potency, µM (highest dose often 38.3 µM), inactives show top-dose activity change, negative = inhibition, usual class: inhibitors. actives 1.6% (n = 410,000). AID 624417; also: potency is read from the fitted curve at half-maximal effect; % is scaled to controls: 0 for no effect and ±100 for the full control effect; nearly all actives have a fitted effect of over 55% in size
Target sequence (P43220 whole entry, looked up): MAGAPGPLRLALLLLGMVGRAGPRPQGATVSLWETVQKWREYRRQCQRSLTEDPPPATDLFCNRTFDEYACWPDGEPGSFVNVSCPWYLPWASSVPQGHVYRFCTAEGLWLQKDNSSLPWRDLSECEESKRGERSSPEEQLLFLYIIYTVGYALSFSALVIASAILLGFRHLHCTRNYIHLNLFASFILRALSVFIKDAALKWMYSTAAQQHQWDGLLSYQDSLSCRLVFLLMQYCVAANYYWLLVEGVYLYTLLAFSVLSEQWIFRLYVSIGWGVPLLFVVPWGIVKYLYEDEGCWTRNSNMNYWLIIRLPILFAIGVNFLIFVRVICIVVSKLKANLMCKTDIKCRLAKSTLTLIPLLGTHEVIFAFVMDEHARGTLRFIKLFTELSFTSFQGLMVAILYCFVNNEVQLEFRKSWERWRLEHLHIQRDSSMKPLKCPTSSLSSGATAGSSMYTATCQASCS
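HEK293 cells stably co-expressing constitutively active GLP-1R and a cAMP-responsive luciferase reporter were seeded in DMEM with 10% Nu serum, given compounds after 12 h, and incubated 24 h at 37 deg C. Luminescence was then read.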
aSyn rescue – inhibitors of alpha-synuclein toxicity in yeast; actives 0.14% (n = 370,000); Potency, µM (titrated, usually from 46.1 µM), for the others: at the highest dose growth rescue (activation), actives largely listed as activators; Yeast expressing alpha-synuclein, growth rescue, BacTiter-Glo, 24 h; AID 652106; also: potency is read from the fitted curve at half-maximal effect; % of control where 0% means no effect; nearly all actives have a fitted effect of over 65% in size
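Galactose-induced alpha-syn yeast (OD600=0.02, raffinose-pregrown) + pinned cpd, 24 hr, 30 deg C; growth by BacTiter-Glo luminescence. Growth restoration scores as activation.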
PTHR1 ag – agonists of human PTHR1 parathyroid hormone receptor; Q03431; HEK293 GP2 PTHR1 cells, GloSensor cAMP luminescence, 1 h; Potency, µM (top dose mostly 115 µM), for the others: top-dose activation, most hits filed as activators; actives 0.075% (n = 410,000); AID 743266; also: potency is read from the fitted curve at half-maximal effect; nearly all actives have a fitted effect of over 55% in size; some results filed as inactive show a strong effect at the top dose; inactives centre near -15; many of its hits are not listed in these tables
Target sequence (Q03431 whole entry, looked up): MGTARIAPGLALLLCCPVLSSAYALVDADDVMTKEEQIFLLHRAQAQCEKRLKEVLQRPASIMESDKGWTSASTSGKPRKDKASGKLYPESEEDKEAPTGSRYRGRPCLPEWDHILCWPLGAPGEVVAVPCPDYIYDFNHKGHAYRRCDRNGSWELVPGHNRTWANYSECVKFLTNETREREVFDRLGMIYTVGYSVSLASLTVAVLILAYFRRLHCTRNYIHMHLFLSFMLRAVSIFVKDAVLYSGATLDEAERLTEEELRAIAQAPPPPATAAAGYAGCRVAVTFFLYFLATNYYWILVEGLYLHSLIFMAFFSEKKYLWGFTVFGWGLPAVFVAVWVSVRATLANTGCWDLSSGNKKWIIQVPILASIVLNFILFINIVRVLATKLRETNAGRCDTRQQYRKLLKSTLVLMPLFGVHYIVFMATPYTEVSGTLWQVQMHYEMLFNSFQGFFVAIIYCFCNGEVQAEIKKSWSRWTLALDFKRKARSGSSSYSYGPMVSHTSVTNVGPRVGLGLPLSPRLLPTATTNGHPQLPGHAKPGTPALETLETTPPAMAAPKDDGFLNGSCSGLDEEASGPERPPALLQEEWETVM
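HEK-293-derived GP2 cells expressing PTHR1 and a GloSensor cAMP reporter, 3,000/well, plated overnight, given luciferin plus IBMX (each 0.5 mM as added) for 1 h at 37 °C, then compound for 1 h at 37 °C. Luminescence was read after 15 min at room temperature.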
pAkt inh – Akt phosphorylation inhibition | AID 651550 | Neuro2A IGF-stimulated pAkt S473 HTRF, 20 min; hits give low values | actives 0.32% (n = 360,000) | activity change, % for hits at 50 µM; in the data active = activity change below about -80%; inconclusive = mostly about -51% to -80%; also: % is scaled to controls: 0 for no effect and ±100 for the full control effect
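Single-point screen (50 µM final compound) in Neuro2A cells stimulated 20 min with 6 nM IGF at 37 deg C. After lysis, Ser473-phosphorylated Akt read by HTRF (ex 330 nm, em 615/665 nm) as the 665/615 ratio.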
FUS yeast rescue – suppressors of FUS proteinopathy in yeast. S. cerevisiae FUS-expressing, growth rescue, OD600, 24 h. Potency, µM (series often up to 76.6 µM), inactives show at the top dose growth rescue (activation), hits mostly activators. actives 0.24% (n = 390,000). AID 1347120;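 also: potency is read from the fitted curve at half-maximal effect; plate controls were DMSO vehicle for no effect and reference control for full effect; nearly all actives have a fitted effect of over 55% in size; some results filed as inactive show a strong effect at the top dose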
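FUS-expressing yeast, raffinose-pregrown, induced in 2% galactose minimal medium at OD 0.005; compounds in a dilution series, 24hr at 30C. Growth restoration read as absorbance at 600 nm. CP55940 positive control, DMSO negative.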
Abeta rescue – compounds reversing amyloid beta toxicity in yeast. yeast expressing A-beta42, growth rescue, OD600, 48 h; response scale: 0% DMSO, 100% iron-clioquinol control. Potency, µM (series often up to 46.1 µM), without a hit: top-dose growth rescue, most hits filed as activators. actives 0.063% (n = 410,000). AID 1347071; also: potency is read from the fitted curve at half-maximal effect; nearly all actives have a fitted effect of over 55% in size
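Yeast growth medium received pinned compounds, then yeast cells expressing toxic A-beta were added; plates incubated at 30 C for 48 hr. Growth read as absorbance at 600 nm, normalized to DMSO and equimolar FeCl3 plus clioquinol controls.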
MmCpn inh – blocks the Methanococcus maripaludis chaperonin Mm-Cpn | purified Mm-Cpn ATPase, ADP Transcreener TR-FRET | Potency, µM (top dose mostly 76.9 µM), for the others: at the highest dose activity, negative = inhibition, usual class: inhibitors | actives 0.031% (n = 330,000); also: potency is read from the fitted curve at half-maximal effect; % is scaled to controls: 0 for no effect and ±100 for the full control effect; nearly all actives have a fitted effect of over 80% in size
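Purified archaeal chaperonin (25 nM final) was preincubated with compound for 10 min at 37°C, then ATP (10 uM final) was added for 30 min at 37°C in Tris pH 7.4/KCl/MgCl2/DTT buffer. ADP was quantified by HTRF Transcreener TR-FRET.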
Numbers without * were called inactive; i = inactive; ? = inconclusive; nt = not tested or not shown; [ ] = remark or other dose. Unless noted, calls follow the shape of the dose curve; as a rule, active = well fitted curve in the direction sought with a large enough effect; inconclusive = small, poorly fitted or top-dose-only effect, or another doubt; inactive = no such curve, though single readings can be large; an effect the other way counts as inactive or inconclusive. This is a subset, so the mix of outcomes need not match the whole.

No.	SMILES	GLP1R cytotox	TDP-43 yeast inh	GLP-1R inv ag	aSyn rescue	PTHR1 ag	pAkt inh	FUS yeast rescue	Abeta rescue	MmCpn inh
1	COc1ccc(CC(=O)O/N=C(\N)Cc2ccc([N+](=O)[O-])cc2)cc1	-1%	?	?	-12%	i	i	23%	1%	-2%
2	COc1ccc(C(c2nnnn2C2CCCC2)N2CCC(C)CC2)cc1 (configuration not stated)	-15%	-4%	?	-1%	-12%[57.5 µM]	i	25%	-1%	0%
3	CCCCn1c(CN(C)Cc2ccccc2)nc2c1c(=O)n(C)c(=O)n2C	-17%	-2%	35%[activator]	8%	-16%[57.5 µM]	i	9%	-2%	1%
4	COCCCC1CCN(C(=O)c2cc(COc3cc(C)ccc3C)on2)CC1	1%	28µM*	?	-6%	-26%	i	?	3%	0%
5	COc1ccc(Nc2cc(C(=O)NCCCN3CCN(C)CC3)c3ccccc3n2)cc1	-8%	9%	?	3%	i	i	5%	2%	-4%
6	O=C(Cn1cnc2c(nnn2Cc2ccc(F)cc2)c1=O)NCc1ccc(F)cc1	-6%	0%	?	-1%	i	i	8%	-11%	0%
7	NC(CCc1ccccc1)c1csc(Nc2nccc(C(F)(F)F)n2)n1 (configuration not stated)	-11%	10%	-15%	-12%	i	i	8%	5%	nt
8	N#Cc1c(-c2ccccc2)c(-c2ccccc2)n(Cc2ccco2)c1NC(=O)c1cccs1	7%	-1%	?	1%	i	i	?	10%	-4%
9	O=[N+]([O-])c1ccccc1Nc1ccc(O)cc1	-12%	?	43%[activator]	3%	-5%	i	17%	-18%	-15%
10	Cc1csc(SCC(=O)N2CCN(S(=O)(=O)c3ccccc3)CC2)n1	15%	1%	-18%	-1%	i	i	9%	4%	1%
11	COc1ccc2nc3oc(C(=O)N4CCCCC4)cc3cc2c1	7%	?	-14%	-6%	-11%[57.5 µM]	i	19%	-23%	-3%
12	Cc1sc2ncnc(N3CCC(C(=O)Nc4cc(C(F)(F)F)ccc4OCC(F)(F)F)CC3)c2c1C	-13%	17%	?	-14%	-4%	i	?	-4%	nt
13	CCOc1ccc(NC(=S)NNC(=O)c2cc(Br)ccc2Cl)cc1	12%	?	-2%	3%	-5%	i	18%	-4%	-11%
14	O=C(Nc1ccc2c(c1)CCC2)c1cc(S(=O)(=O)Nc2ccc(F)cc2)c(Cl)cc1Cl	0%	14%	?	0%	-38%[inhibitor]	i	nt	4%	-3%
15	Cc1cccc(NC(=O)c2cc([N+](=O)[O-])ccc2NCC2CCCO2)n1 (configuration not stated)	-24%	?	-17%	-7%	-42%[inhibitor]	i	15%	-26%	1%

Arranged by number of heavy atoms (ascending): part of the list above
No.	SMILES	GLP1R cytotox	TDP-43 yeast inh	GLP-1R inv ag	aSyn rescue	PTHR1 ag	pAkt inh	FUS yeast rescue	Abeta rescue	MmCpn inh
9	O=[N+]([O-])c1ccccc1Nc1ccc(O)cc1	-12%	?	43%[activator]	3%	-5%	i	17%	-18%	-15%
11	COc1ccc2nc3oc(C(=O)N4CCCCC4)cc3cc2c1	7%	?	-14%	-6%	-11%[57.5 µM]	i	19%	-23%	-3%
4	COCCCC1CCN(C(=O)c2cc(COc3cc(C)ccc3C)on2)CC1	1%	28µM*	?	-6%	-26%	i	?	3%	0%
6	O=C(Cn1cnc2c(nnn2Cc2ccc(F)cc2)c1=O)NCc1ccc(F)cc1	-6%	0%	?	-1%	i	i	8%	-11%	0%
14	O=C(Nc1ccc2c(c1)CCC2)c1cc(S(=O)(=O)Nc2ccc(F)cc2)c(Cl)cc1Cl	0%	14%	?	0%	-38%[inhibitor]	i	nt	4%	-3%

(next part)
No.	SMILES	GLP1R cytotox	TDP-43 yeast inh	GLP-1R inv ag	aSyn rescue	PTHR1 ag	pAkt inh	FUS yeast rescue	Abeta rescue	MmCpn inh
16	NC(=O)CC(NC(=O)Cc1ccc(Br)cc1)c1ccc(N2CCCCCCC2)c([N+](=O)[O-])c1 (configuration not stated)	?	19%	-6%	-5%	-12%	i	27%	-6%	1%
17	CC(=O)Nc1ccc(Nc2ccc3nonc3c2[N+](=O)[O-])cc1	?	-23%	14%	-5%	-23%	i	-2%	-7%	-1%
18	O=C(NC1CCCCC1)c1ccc(Cn2c(SCc3cccc(F)c3)nc3cccnc32)cc1	-19%	9%	-28%	nt	-66%[inhibitor]	nt	28%	-2%	nt
19	CC(=O)Nc1ccc(S(=O)(=O)N2CCC(C(=O)Nc3nccs3)CC2)cc1	-4%	-11%	12%	1%	i	i	-13%	11%	-3%
20	Oc1c(C(c2ccc(Cl)cc2Cl)N2CCOCC2)sc2nc(-c3ccco3)nn12 (configuration not stated)	1%	26%	-15%	nt	i	nt	-9%	-4%	nt
21	CC(=O)N1c2ccc(C)cc2Sc2c1ccc1ccccc21	1%	?	5%	?	-5%	i	35%	-6%	nt
22	CCOc1ccccc1/C=C/c1onc(C)c1S(=O)(=O)N1CCC(C(=O)N2CCCCC2)CC1	6%	5%	3%	nt	-3%	nt	13%	-7%	nt
23	CC(CC(=O)O)NCC1COc2ccccc2O1 (configuration not stated)	-15%	8%	-15%	0%	i	i	3%	-3%	nt
24	CC1(C)CC(=O)C2=C(C1)Nc1cc3c(cc1C2c1ccc(F)cc1)OCO3 (configuration not stated)	62%[activator]	8%	?	5%	-5%	i	0%	-10%	1%
25	CC(C)C[C@H](NC(=O)c1nc[nH]c1C(=O)N(C)Cc1ccccc1)C(=O)OC(C)(C)C	-7%	-1%	?	0%	-7%	i	?	4%	nt
26	N=c1c2ccccc2nnn1-c1cccc(C(F)(F)F)c1	1%	-18%	9%	-3%	-3%	i	3%	4%	-3%
27	O=C(CC(=O)N1CCOCC1)N1CCOCC1	-3%	0%	-1%	1%	i	i	-11%	7%	nt
28	O=C1CN(C(=O)c2ccccc2F)c2ccccc2N1	-2%	-17%	6%	-1%	-5%[57.5 µM]	i	10%	-5%	1%
29	Cc1ccc(SCc2ccc(C(=O)NCc3ccncc3)cc2)cc1	14%	-33%[inhibitor]	-16%	-4%	-32%[inhibitor]	i	4%	6%	-2%
30	COC(=O)[C@@]1(Cc2ccc(F)cc2)[C@H]2c3cc(C(=O)N(C)C)n(Cc4cc(C)n(C)n4)c3C[C@H]2CN1C(=O)c1ccccc1	6%	?	26%	1%	-20%	i	?	-7%	nt

Later entries
No.	SMILES	GLP1R cytotox	TDP-43 yeast inh	GLP-1R inv ag	aSyn rescue	PTHR1 ag	pAkt inh	FUS yeast rescue	Abeta rescue	MmCpn inh
31	Cc1cc(C)c(NC(=O)CN(C)S(=O)(=O)c2ccc3c(c2)c(=O)n(C)c(=O)n3C)c(C)c1	7%	23%	0%	nt	-16%	nt	-29%	-3%	nt
32	Cc1cc(C)cc(-n2nnnc2-c2cn(C)nc2C(F)(F)F)c1	-9%	3%	-23%	1%	-23%[57.5 µM]	i	17%	15%	2%
33	Cc1cnc(NC(=O)c2ccc3c(c2)C(=O)N(Cc2cccnc2)C3=O)s1	-8%	-21%	12%	-2%	-23%	i	6%	3%	-1%
34	O=C(Cn1cccc1C(=O)c1ccccc1)NCCc1ccc(Cl)cc1	-18%	-4%	?	3%	i	i	-8%	-9%	-1%
35	CC(=O)C1C(c2ccc(F)cc2)C2C(C)=NN=C2CC1(C)O (configuration not stated)	0%	-8%	0%	4%	i	i	-2%	3%	-2%
36	COc1ccc(Br)cc1/C=C/C(=O)c1ccc(NC(C)=O)cc1	-11%	18µM*	5µM*	-8%	-18%	i	26%	-58%[inhibitor]	-1%
37	CC(C)CC(C(=O)Nc1cccc(O)c1)N1C(=O)c2ccccc2C1=O (configuration not stated)	1%	16%	2%	5%	-15%	i	9%	21%	-1%
38	O=C(Nc1ccnn1C1CCN(CCCc2ccccc2)CC1)c1ccccc1	-20%	4%	?	6%	-20%	i	nt	4%	-4%
39	COc1ccc(C(=O)Cn2cnc3ccccc3c2=O)cc1	-8%	-54%[inhibitor]	10%	2%	-8%	i	15%	4%	1%
40	CC1=Nc2ccccc2/C1=C/c1c(N)n2c(S(=O)(=O)C(C)C)nsc2nc1=O	?	18%	3%	-1%	-31%[inhibitor]	i	7%	1%	-2%
41	CNc1nc(N)c(C(=O)Nc2cc(C)on2)s1	1%[7.66 µM]	-18%	7%[7.66 µM]	8%	0%	i	19%	?	1%
42	CC(=O)Nc1ccc(NC(=O)CN2CCCC(C)C2)c(Cl)c1 (configuration not stated)	-25%	-8%	7%	-3%	i	i	-5%	-2%	1%
43	O=C(NCc1ccco1)c1c(Cl)cccc1Cl	6%	5%	5%	1%	-11%	i	-6%	-10%	nt
44	CC(=O)Nc1ccc(/C(C)=N/NS(=O)(=O)c2ccccc2)cc1	-4%	24%	13%	-2%	i	i	11%	3%	-1%
45	CC1Cc2ccccc2N1C(=O)Cn1nc(C(=O)O)c2ccccc2c1=O (configuration not stated)	1%	-22%	21%	11%	i	i	30%	-6%	1%
